TrxR1 substrate: substrates of rat thioredoxin reductase 1; hit rate 0.01% among 390,000; O89049; AID 588456; Potency, µM (series often up to 114 µM), without a hit: at the top dose activity change, negative = substrate turnover; purified TrxR1 substrate turnover, NADPH consumption readout; further: potency means the concentration at half of the fitted maximal effect; on the % scale 0 is the no-effect control and ±100 the full control effect; nearly all actives have a fitted effect of over 50% in size
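Rat TrxR1, dispensed at 90 nM, was prereduced with 400 uM NADPH (final) for 5 min at ~22 deg C, then incubated with compound 15 min before 400 uM selenite. A first-read NADPH fluorescence drop versus no-compound background flagged substrates.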
rTrxR1 inhibitor: blocks rat thioredoxin reductase 1; O89049; recombinant rTrxR1, NADPH fluorescence consumption, selenite substrate; Potency, µM (doses to about 114 µM), for inactives: top-dose activity change, negative = inhibition, most hits filed as inhibitors; hit rate 1% among 390,000; AID 588453; further: potency means the concentration at half of the fitted maximal effect; on the % scale 0 is the no-effect control and ±100 the full control effect; nearly all actives have a fitted effect of over 65% in size
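Rat TrxR1 (90 nM in the dispensed reagent) was pre-reduced with 400 uM NADPH for 5 min at room temperature, then incubated with compound for 15 min. After 400 uM selenite was added, NADPH fluorescence (Ex 340/Em 450 nm) was followed for 8 min.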
Glioma ERSR ind: induces the endoplasmic reticulum stress response in human glioma cells; U87-MG GRP78 promoter luciferase reporter, 16 h; Potency, µM, inactives show at the top dose activation, hits mostly activators; hit rate 0.02% among 420,000; AID 602332; further: potency means the concentration at half of the fitted maximal effect; series mostly up to about 76 µM; % of control where 0% means no effect; nearly all actives have a fitted effect of over 35% in size
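Stably transfected U87-MG human glioma cells carrying a GRP78-based luminescent sensor were seeded at 1000 cells/well, pin-dosed with compounds and incubated 16 h. Luciferase reagent was then added, and end-point luminescence was read after 10 min at room temperature.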
USP1-UAF1 inh: inhibitors of human USP1/UAF1 deubiquitinase; O94782; hit rate 0.23% among 390,000; Potency, µM (doses to about 57.1 µM), without a hit: at the top dose activity change, negative = inhibition, hits mostly inhibitors; recombinant USP1/UAF1, Ub-Rhodamine cleavage fluorescence; further: potency means the concentration at half of the fitted maximal effect; on the % scale 0 is the no-effect control and ±100 the full control effect; nearly all actives have a fitted effect of over 60% in size; inactives centre near -12
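USP1/UAF1 complex (1 nM) preincubated 15 min at room temperature with compound, then Ub-Rho substrate (150 nM final) added. Kinetic fluorescence at 480/540 nm over 6 reads at 60 s intervals; 50 mM HEPES pH 7.8, 0.5 mM EDTA, 0.1 mg/ml BSA, 1 mM TCEP, 0.01% Tween-20.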
mIDH1 inhibitor: inhibitors of human mutant IDH1 R132H. O75874. IDH1-R132H enzyme, NADPH consumption, diaphorase/resazurin fluorescence. hit rate 0.093% among 390,000. Potency, µM (top dose mostly 76.6 µM), without a hit: at the top dose activity change, negative = inhibition, most hits filed as inhibitors; further: potency means the concentration at half of the fitted maximal effect; on the % scale 0 is the no-effect control and ±100 the full control effect; nearly all actives have a fitted effect of over 65% in size
Target sequence (O75874 whole entry R132H, stated change not applied): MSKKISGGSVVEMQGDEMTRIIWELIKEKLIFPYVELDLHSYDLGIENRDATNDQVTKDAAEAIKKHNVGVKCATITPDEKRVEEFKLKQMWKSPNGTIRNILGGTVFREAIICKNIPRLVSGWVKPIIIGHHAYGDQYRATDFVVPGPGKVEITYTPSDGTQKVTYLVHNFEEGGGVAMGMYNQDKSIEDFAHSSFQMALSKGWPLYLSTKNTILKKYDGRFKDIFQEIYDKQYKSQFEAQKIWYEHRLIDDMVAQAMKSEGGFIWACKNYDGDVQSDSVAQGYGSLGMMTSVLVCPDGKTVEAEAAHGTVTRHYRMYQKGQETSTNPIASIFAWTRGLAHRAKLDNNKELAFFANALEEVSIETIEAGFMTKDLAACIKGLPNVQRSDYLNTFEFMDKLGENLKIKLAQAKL
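IDH1-R132H (0.5 ug/mL dispensed) in pH 7.5 Tris buffer was preincubated 30 min with compound, then given a substrate mix of 0.016 mM NADPH and 2 mM alpha-KG for 80 min at room temperature; remaining NADPH was read by diaphorase/resazurin fluorescence.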
LDHA inh: inhibitors of human lactate dehydrogenase A | P00338 | purified LDHA, NADH/diaphorase-resazurin fluorescence; active compounds read low | activity change, % (values are at about 110 or 230 µM) | hit rate 0.15% among 480,000; in the data active means activity change below about -30%; inconclusive means mostly about -25% to -30%;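 further: plate controls were DMSO wells for no effect and wells without enzyme for full effect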
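Enzyme activity of human lactate dehydrogenase 5 (2 nM; 0.06 mM NADH, 0.2 mM pyruvate, 5 min, RT) is measured via a resazurin/diaphorase fluorescence readout of residual NADH.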
RGS4 inh: inhibitors of human regulator of G protein signaling 4; Transcreener GDP fluorescence polarization, RGS4-accelerated GTP hydrolysis; P49798; AID 504845; Potency, µM (highest dose often 114 µM), for inactives: top-dose activity change, negative = inhibition, actives largely listed as inhibitors; hit rate 0.039% among 390,000; further: potency means the concentration at half of the fitted maximal effect; on the % scale 0 is the no-effect control and ±100 the full control effect; nearly all actives have a fitted effect of over 75% in size; some results filed as inactive show a strong effect at the top dose
Target sequence (P49798 whole entry, looked up): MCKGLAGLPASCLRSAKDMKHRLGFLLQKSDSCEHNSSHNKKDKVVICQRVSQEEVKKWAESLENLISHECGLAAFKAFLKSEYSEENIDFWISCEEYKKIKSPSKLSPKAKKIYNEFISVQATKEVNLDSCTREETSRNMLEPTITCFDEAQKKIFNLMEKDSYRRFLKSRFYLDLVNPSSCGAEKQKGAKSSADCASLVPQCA
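MLSMR compounds (23 nl, pin-transferred) preincubated 10 min at room temperature with a 500nM (2x) first reagent, then RGS4 at 900nM (2x) plus Transcreener GDP mix added; fluorescence polarization (620/688 nm) read before and after 90 min at 30 °C.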
Vif-A3F inh: Vif-A3F binding inhibition; HeLa A3F-eYFP + Vif (tagged APOBEC3F with the HIV-1 protein that degrades it), YFP fluorescence increase; Potency, µM (highest dose often 46.1 µM), without a hit: top-dose activity, negative = active; hit rate 0.2% among 390,000; further: potency means the concentration at half of the fitted maximal effect; % of control where 0% means no effect; nearly all actives have a fitted effect of over 65% in size
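HeLa cells stably expressing Vif plus C-terminally eYFP-tagged A3F were seeded, incubated overnight at 37 deg C, dosed with compound, incubated overnight again at 37 deg C. Yellow fluorescence (Ex 488/Em 500-530) reported blocked Vif-mediated A3F-eYFP degradation.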
Vif-A3G inh: Vif-A3G binding inhibition | AID 602310 | hit rate 0.076% among 410,000 | Potency, µM (top dose mostly 46.1 µM), inactives show at the highest dose activity, negative = active, usual class: inhibitors | HeLa A3G-eYFP + Vif (tagged APOBEC3G with the HIV-1 protein that degrades it), YFP fluorescence, overnight;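 further: potency means the concentration at half of the fitted maximal effect; on the % scale 0 is the no-effect control and ±100 the full control effect; nearly all actives have a fitted effect of over 60% in size; hits raise eYFP signal because A3G escapes Vif-driven loss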
Target sequence (Q9HC16 whole entry, looked up): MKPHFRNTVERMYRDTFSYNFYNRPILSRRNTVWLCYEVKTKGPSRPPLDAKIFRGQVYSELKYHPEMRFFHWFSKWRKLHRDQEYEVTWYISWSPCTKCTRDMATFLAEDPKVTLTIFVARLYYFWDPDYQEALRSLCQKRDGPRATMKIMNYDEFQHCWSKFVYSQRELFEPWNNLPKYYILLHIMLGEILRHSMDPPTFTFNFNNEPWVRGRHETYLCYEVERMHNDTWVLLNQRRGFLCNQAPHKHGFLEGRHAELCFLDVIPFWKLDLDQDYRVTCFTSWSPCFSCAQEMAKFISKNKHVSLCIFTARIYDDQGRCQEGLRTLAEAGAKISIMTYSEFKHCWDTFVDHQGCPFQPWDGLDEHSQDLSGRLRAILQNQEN
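Read-out is eYFP fluorescence (Ex 488/Em 500-530) from Vif-expressing HeLa A3G-eYFP cells; more signal means A3G escaped Vif-mediated degradation. Cells plated overnight, compound pinned in, incubated overnight at 37 deg C.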
* = called active by the depositor; ? = inconclusive; . = not tested or not shown; & = joins results of further samples; [ ] = dose if it differs, or a comment. Unless noted, the call rests on the fitted dose curve; in most records, active means well fitted curve in the direction sought with a large enough effect; inconclusive means small, poorly fitted or top-dose-only effect, or another doubt; inactive means no such curve, though single readings can be large; an effect the other way counts as inactive or inconclusive.

Preview (5 entries):
SMILES	TrxR1 substrate	rTrxR1 inhibitor	Glioma ERSR ind	USP1-UAF1 inh	mIDH1 inhibitor	LDHA inh	RGS4 inh	Vif-A3F inh	Vif-A3G inh
O=C(CC1N=C2c3ccccc3N=C(SCc3ccccc3Cl)N2C1=O)NCc1ccco1 (stereo not drawn)	14%[57.1 µM]	-10%[57.1 µM]	-2%	-13%	6%	-7	-32%	-8%	-18%
Cc1ccccc1Nc1c([N+](=O)[O-])ccc2c1=NC1(CCCCC1)N=2	6%	8%	-4%	-13%	3%	9	-9%	0%	-1%
COc1ccc(CCNC(=O)C(=O)NCC2OCCN2S(=O)(=O)c2ccc(OC)c(C)c2)cc1 (stereo not drawn)	0%[57.1 µM]	6%[57.1 µM]	-4%	-15%	-7%	-8	9%	3%	6%
COC(=O)C1(C)COP(=O)(NC23CC4CC(CC(C4)C2)C3)OC1 (stereo not drawn)	8%[57.1 µM]	-8%[11.4 µM]	1%	0%	-3%	-1	5%	7%	0%
CC(C)C1N=C2c3ccccc3N=C(SCc3cc(=O)n4cc(Cl)ccc4n3)N2C1=O (stereo not drawn)	12%[57.1 µM]	-8%[57.1 µM]	-1%	-7%	2%	-2	-8%	3%	-3%

The list itself, from the start:
SMILES	TrxR1 substrate	rTrxR1 inhibitor	Glioma ERSR ind	USP1-UAF1 inh	mIDH1 inhibitor	LDHA inh	RGS4 inh	Vif-A3F inh	Vif-A3G inh
O=C(CC1N=C2c3ccccc3N=C(SCc3ccccc3Cl)N2C1=O)NCc1ccco1 (stereo not drawn)	14%[57.1 µM]	-10%[57.1 µM]	-2%	-13%	6%	-7	-32%	-8%	-18%
Cc1ccccc1Nc1c([N+](=O)[O-])ccc2c1=NC1(CCCCC1)N=2	6%	8%	-4%	-13%	3%	9	-9%	0%	-1%
COc1ccc(CCNC(=O)C(=O)NCC2OCCN2S(=O)(=O)c2ccc(OC)c(C)c2)cc1 (stereo not drawn)	0%[57.1 µM]	6%[57.1 µM]	-4%	-15%	-7%	-8	9%	3%	6%
COC(=O)C1(C)COP(=O)(NC23CC4CC(CC(C4)C2)C3)OC1 (stereo not drawn)	8%[57.1 µM]	-8%[11.4 µM]	1%	0%	-3%	-1	5%	7%	0%
CC(C)C1N=C2c3ccccc3N=C(SCc3cc(=O)n4cc(Cl)ccc4n3)N2C1=O (stereo not drawn)	12%[57.1 µM]	-8%[57.1 µM]	-1%	-7%	2%	-2	-8%	3%	-3%
CCOC(=O)c1cc2sc(C)cc2n1CC(=O)NCCc1ccccc1	9%	8%	5%	-2%	-1%	2	3%	5%	-1%
[O-]c1n[n+](-c2ccc(Cl)cc2Cl)cc2ccccc12	-3%	4%	-2%	-9%	-8%	3	22%	-19%	-2%
CCc1cc(=O)oc2c3c(cc(OCC(=O)NCc4ccco4)c12)OC(C)(C)CC3	199%[activator]	3%	-1%	-16%	-13%	-3	-15%	4%	1%
COc1ccc(-n2ccc(=O)c(C(=O)Nc3ccc(S(=O)(=O)Nc4nccs4)cc3)n2)cc1	2%	12%	-5%	-23%	0%	-1	-63%[56.9 µM]	?	-1%
CC(C)CCNC(=O)Nc1ccc2c(c1)N(C)C(=O)c1ccccc1S2	6%	-17%	-6%	-15%	-2%	-6	-25%	0%	0%
O=C(CN1C2CCCC1CC(NC(=O)c1ccccc1)C2)Nc1ccccc1C(F)(F)F (stereo not drawn)	-6%	3%	-4%	-10%	-8%	-4	7%	0%	1%
CCOC(=O)CSCC(NC(=O)OC(C)(C)C)C(=O)OCC (stereo not drawn)	-2%[57.1 µM]	-5%[57.1 µM]	-13%	-1%	-1%	0	10%	-12%	-2%
Cc1ccc(-c2nonc2NC(=O)c2ccc(F)cc2)cc1C	-11%	0%	.	-14%	.	-7	2%	.	.
CCOC(=O)C(/C=C(\C#N)C(=O)OCC)=C(/N)N1CCN(c2ccc(OC)cc2)CC1	-19%	?	-2%	-22%	2%	3	-11%	6%	-10%
Cc1ccc(CNC(=O)C2COc3ccccc3C2)cc1 (stereo not drawn)	3%[57.1 µM]	11%[57.1 µM]	0%	?	11%	-3	1%	0%	0%
Cc1ccc(NC(=O)CSc2nnc(N)s2)cc1S(=O)(=O)N1CCCCC1	-5%	-4%	-1%	-17%	1%	-3	6%	-8%	-1%
O=C(Nc1ccc(-c2nc3ccccc3c(=O)o2)cc1)c1ccco1	20%	6%	0%	-4%	4%	-11	11%	3%	3%
COc1cccc2cc(C(=O)NCC3CCCO3)c(=O)oc12 (stereo not drawn)	4%[11.4 µM]	-31%[11.4 µM]	-5%	-4%	0%	-4	-27%	8%	4%
Fc1ccc(-n2c(-c3ccc4c(c3)OCO4)n[nH]c2=S)cc1Cl	8%	-7%	6%	-15%	-2%	-12	-37%	-8%	0%
Cn1c(-c2ccc(F)cc2)cnc1NCc1ccc(F)cc1	0%[57.1 µM]	12%[57.1 µM]	0%	-10%	4%	-12	-1%	0%	1%
Cc1ccccc1OCCC(=O)OCC(=O)Nc1c(C)nn(-c2ccccc2)c1C	0%	15%	2%	-2%	-4%	-6	26%	-22%	0%
CCOc1cc(CNC(C)C)c(Cl)cc1OCC(=O)NCCc1ccccc1	-11%	-6%	-2%	-2%	8%	-4	18%	-6%	1%
N#CCCCn1c(-c2ccccc2)noc1=O	4%	15%	-2%	-12%	1%	-6	-32%	-11%	3%
O=C1CC(c2ccc(Cl)cc2)SC(N(c2ccccc2)c2ccccc2)=N1 (stereo not drawn)	-5%	0%	-4%	-30%	-16%	-3	5%	0%	-8%
CCC1Nc2ncnc(N3CCCCC3)c2N(Cc2ccc(C)cc2)C1=O (stereo not drawn)	10%[57.1 µM]	11%[57.1 µM]	6%&-2%	?	4%	-2&-6	-16%	-1%	-2%&-5%
COc1cc(/C=N/NC(=O)c2cccnc2)ccc1OS(=O)(=O)c1ccc(F)cc1	5%	7%	-2%	-15%	2%	5	13%	-12%	-7%
COCCN(C(=O)COC(=O)Cc1c(C)nc2ccccc2c1C)c1c(N)n(CC(C)C)c(=O)[nH]c1=O	3%	-1%	-4%	-18%	0%	1	-28%	-5%	-5%
O=C(NC1CC1)c1ccc(-c2ccccc2)cc1	8%[57.1 µM]	12%[57.1 µM]	-2%	-14%	3%	-7	-19%	-14%	-6%
C[C@@H](C(=O)Nc1nc2ccccc2s1)N1C(=O)C2CC=CCC2C1=O (stereo partly drawn)	8%[57.1 µM]	18%[57.1 µM]	0%	-19%	2%	-5	10%	9%	-1%
CC1(C)CC(=O)c2cc(N=C/C(C(=O)c3ccccc3)=C(\O)c3ccccc3)c(=O)oc2C1	-9%	20%	6%	-12%	0%	3	-79%[56.9 µM]	5%	-2%
CCCOc1ccc(-c2nc(C#N)c(NCCCn3ccnc3)o2)cc1	131%[activator]	-1%	-2%	1%	-2%	0	8%	-12%	-19%
CC1=C(C(=O)OCc2ccccc2)C(c2ccc(N(C)C)cc2)NC(=O)N1 (stereo not drawn)	34%[activator]	45%[activator]	-2%	-1%	7%	-9	15%	-5%	-1%
CCOc1ccc(NC(=O)C2CCN(C(=O)NCc3ccccc3)CC2)cc1	8%	29%	-6%	-19%	-10%	-12	-15%	3%	1%
Cc1nc(SCCC(C)C)c([N+](=O)[O-])[nH]1	-5%	5%	-1%	-18%	10%	-1	-1%	3%	1%
CCOC(=O)c1sc(NC(=O)c2nc3ncccn3n2)c(C(=O)OC(C)C)c1C	-4%[57.1 µM]	13%[57.1 µM]	-4%	16%	-1%	-3	1%	3%	-2%
CN1CCN(C(c2ccc(Br)cc2)c2cc(Cl)c3cccnc3c2O)CC1 (stereo not drawn)	4%	8.9µM*	-17%	?	3%	18	?	-1%	-1%
CNC(=O)n1cc(C)c(-c2cccs2)n1	3%[57.1 µM]	15%[57.1 µM]	-3%	-9%	4%	7	-17%	-14%	-3%
Cc1ccccc1C(=O)NCc1nc(-c2ccc(Cl)cc2)no1	-1%	19%	-3%	9%	1%	0	-8%	3%	6%
COc1cccc(NC(=O)C2CSC3(C)CCC(=O)N23)c1 (stereo not drawn)	3%	20%	-1%	-11%	1%	1	?	1%	1%
CCCCC(=O)Nc1nc(C)c(C(C)=O)s1	2%	-1%	1%	-18%	16%	-3	-4%	4%	-7%
O=C(CSc1ncnc2sccc12)NCc1ccc2c(c1)OCO2	0%	-12%	-6%	-15%	2%	-1	8%	1%	-5%

A portion of the library. The share of hits here may be higher or lower than overall.
